# Bioassay records from PubChem.
# RXFP1 ag – qHTS Assay for Agonists of the Relaxin Receptor RXFP1; Relaxin receptor 1 (Homo sapiens), Q9HBX9; HEK293T-RXFP1 cAMP TR-FRET, 30 min; response scale: percent of porcine relaxin response, buffer zero; Potency, µM (highest dose often 57.5 µM), for the others: top-dose activation, most hits filed as activators; 370,000 compounds, 0.3% hits; AID 2676, 2010; further: potency means the concentration at half of the fitted maximal effect; on the % scale 0 is the no-effect control and ±100 the full control effect; nearly all actives have a fitted effect of over 60% in size; many of its hits are not listed in these tables
#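 HEK293T cells stably expressing RXFP1 were pretreated with the PDE4 inhibitor Ro 20174, exposed to compounds for 30 min at 37C, lysed, and cAMP was read by TR-FRET. Data normalized to buffer (basal) and 29 nM porcine relaxin (100%).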
# Vif-APOBEC3G blk – qHTS for Inhibitors of Vif-A3G Interactions: qHTS; Potency, µM (doses to about 46.1 µM), without a hit: at the top dose activity, negative = active, hits mostly inhibitors; HeLa A3G-eYFP + Vif (tagged APOBEC3G with the HIV-1 protein that degrades it), YFP fluorescence, overnight; 410,000 compounds, 0.076% hits; DNA dC->dU-editing enzyme APOBEC-3G (Homo sapiens), Q9HC16;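 further: potency means the concentration at half of the fitted maximal effect; on the % scale 0 is the no-effect control and ±100 the full control effect; nearly all actives have a fitted effect of over 60% in size; hits raise eYFP signal because A3G escapes Vif-driven loss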
# Target sequence (Q9HC16 whole entry, looked up): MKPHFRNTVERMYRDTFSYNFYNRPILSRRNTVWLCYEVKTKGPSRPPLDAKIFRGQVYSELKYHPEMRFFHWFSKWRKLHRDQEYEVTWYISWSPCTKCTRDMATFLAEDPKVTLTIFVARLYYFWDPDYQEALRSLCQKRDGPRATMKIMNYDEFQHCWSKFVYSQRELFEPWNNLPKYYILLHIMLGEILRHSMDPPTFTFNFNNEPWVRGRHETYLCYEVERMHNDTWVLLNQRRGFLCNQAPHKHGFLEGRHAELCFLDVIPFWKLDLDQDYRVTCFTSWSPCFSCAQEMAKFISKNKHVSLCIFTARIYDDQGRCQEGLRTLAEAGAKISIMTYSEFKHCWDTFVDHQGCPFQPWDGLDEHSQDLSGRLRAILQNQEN
#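 HeLa cells stably expressing Vif and C-terminally eYFP-tagged A3G, seeded overnight at 37 deg C, then exposed to compound by pintool overnight at 37 deg C. Rise in yellow fluorescence (Ex 488/Em 500-530, Acumen) marks blocked Vif-driven A3G degradation.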
# RXFP1 antag – qHTS Assay for Antagonists of the Relaxin Receptor RXFP1 | HEK293-RXFP1, relaxin-stimulated cAMP HTRF, 30 min; active compounds read low | activity change, negative = inhibition, % at 57.5 µM | 350,000 compounds, 0.59% hits | AID 1259400, 2018;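 active means activity change of -60% or lower, but not beyond a set lower limit; inconclusive means change between -60% and -40%, or beyond the set limit; inactive means change above -40%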; further: on the % scale 0 is the no-effect control and ±100 the full control effect
# Vif-A3F inh – qHTS for Inhibitors of Vif-A3F Interactions: qHTS | HeLa A3F-eYFP + Vif (tagged APOBEC3F with the HIV-1 protein that degrades it), YFP fluorescence increase | Potency, µM (highest dose often 46.1 µM), without a hit: top-dose activity, negative = active | 390,000 compounds, 0.2% hits; further: potency means the concentration at half of the fitted maximal effect; % of control where 0% means no effect; nearly all actives have a fitted effect of over 65% in size
#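 HeLa cells stably expressing Vif plus C-terminally eYFP-tagged A3F were seeded, incubated overnight at 37 deg C, dosed with compound, incubated overnight again at 37 deg C. Yellow fluorescence (Ex 488/Em 500-530) reported blocked Vif-mediated A3F-eYFP degradation.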
# Glioma ERSR ind – qHTS for Inducers of the Endoplasmic Reticulum Stress Response (ERSR) in Human Glioma: qHTS; 420,000 compounds, 0.02% hits; Potency, µM, for inactives: top-dose activation, most hits filed as activators; U87-MG GRP78 promoter luciferase reporter, 16 h; further: potency means the concentration at half of the fitted maximal effect; series mostly up to about 76 µM; % of control where 0% means no effect; nearly all actives have a fitted effect of over 35% in size
#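 ERSR induction read as luciferase luminescence (Bright-Glo, 10 min at room temperature) in stably transfected human U87-MG glioma cells exposed to compounds for 16 h, using GRP78 as sensor.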
# D1 ag – Allosteric Agonists of the Human D1 Dopamine Receptor: qHTS; HEK293 T-REx D1 cells, calcium flux, agonist mode; activation, % at 2 µM; 360,000 compounds, 1% hits; D(1A) dopamine receptor (Homo sapiens), P21728; AID 504660, 2011; in the data active means activation above about 30%; further: 0% is about no effect
# Target sequence (P21728 whole entry, looked up): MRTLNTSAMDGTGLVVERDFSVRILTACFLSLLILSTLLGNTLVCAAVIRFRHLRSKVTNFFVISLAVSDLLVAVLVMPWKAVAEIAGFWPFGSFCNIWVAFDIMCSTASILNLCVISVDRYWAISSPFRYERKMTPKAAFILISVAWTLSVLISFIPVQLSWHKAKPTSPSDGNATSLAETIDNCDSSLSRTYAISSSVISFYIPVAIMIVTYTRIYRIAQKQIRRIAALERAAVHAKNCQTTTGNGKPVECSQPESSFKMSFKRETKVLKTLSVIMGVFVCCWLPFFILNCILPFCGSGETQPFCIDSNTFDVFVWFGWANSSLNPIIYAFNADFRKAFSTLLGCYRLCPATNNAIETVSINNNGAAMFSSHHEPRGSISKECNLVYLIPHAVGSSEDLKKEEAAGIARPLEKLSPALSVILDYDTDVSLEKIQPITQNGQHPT
#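 Tetracycline-induced HEK293 TREx D1 cells, force-coupled to calcium signalling, were dye-loaded with a no-wash calcium kit. Compound was pin-added after a 10 s baseline. Fluorescence was read kinetically at 1 cycle/s for 180 s, with calcium rises flagged as agonism.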
# D1 PAM – Potentiators of Human D1 Dopamine Receptor: qHTS | potentiation, % at 10 µM | 360,000 compounds, 0.036% hits | D(1A) dopamine receptor (Homo sapiens), P21728 | HEK293 TREx D1 cells, calcium flux, dopamine EC20 potentiation; in the data active means potentiation above about 30%; further: 0% is about no effect
# D2 potentiator – HTS Assay for Positive Allosteric Modulators of the Human D2 Dopamine Receptor: Primary Screen for Potentiators; potentiation, % at 10 µM; AID 485347, 2010; D(2) dopamine receptor (Homo sapiens), P14416; 340,000 compounds, 0.34% hits; HEK293 T-REx D2, calcium flux, EC20 dopamine potentiation;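 active means potentiation over 3 SD above the plate norm, cut at about 30% in these data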; further: 0% is about no effect
#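 Using a no-wash calcium dye in inducible, force-coupled HEK293 Trex cells expressing D2, we tracked fluorescence each second for 180 s after compound, then for 180 s after EC20 dopamine to detect augmented signalling.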
# D1 antag – Antagonist of Human D 1 Dopamine Receptor: qHTS; activity change, negative = inhibition, % at 10 µM; 360,000 compounds, 3.2% hits; AID 504652, 2011; D(1A) dopamine receptor (Homo sapiens), P21728; HEK293 TREx D1 cells, calcium flux, dopamine EC80; active compounds read low; in the data active means activity change below about -30%; further: on the % scale 0 is the no-effect control and ±100 the full control effect
#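 Inducible Hek293 Trex D1 cells (tetracycline, overnight, 30 C). Calcium dye 30–90 min RT. Antagonist mode: EC80 dopamine added after 180 s compound read.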
# * = called active by the depositor; ? = inconclusive; · = no result given; & = joins results of further samples. Unless noted, the call rests on the fitted dose curve; in most records, active means well fitted curve in the direction sought with a large enough effect; inconclusive means small, poorly fitted or top-dose-only effect, or another doubt; inactive means no such curve, though single readings can be large; an effect the other way counts as inactive or inconclusive. Some of the compounds tested; rates above refer to the full screens.
# A first look:
# The line under a structure holds: D2 potentiator, RXFP1 antag, Vif-APOBEC3G blk, Glioma ERSR ind, D1 antag, Vif-A3F inh, D1 PAM, D1 ag, RXFP1 ag
1) O=C(O)CC1OCC=C2CN3CCC45C6=CC(=O)C(=O)C([N+](=O)[O-])=C6NC4C1C2CC35 (centres undefined)
    -1, -4, 5%&-6%, -11%&-8%, 14, -24%, 2, 3, -2.7%
2) CCN1C(=O)C(=Cc2c(C)n(CC(=O)NCC3CCCO3)c3ccccc23)C(=O)N(CC)C1=S (centres undefined)
    -12, 1, ?, -3%, -1, -25%, -2, 9, 0.5%
3) COCc1cc(OC(=O)N(C)C)nc(-c2ccccc2)n1
    3, 1, 1%, -4%, 10, -24%, -4, 0, -0.3%
4) C=CCOC(=O)C1=C(C)OC(N)=C(C#N)[C@@]12C(=O)N(CC(N)=O)c1ccccc12
    7, -4, 0%, -3%, 0, 2%, -2, 0, -1.6%
5) S=C1CN=C(c2ccccc2)c2cc(Cl)ccc2N1
    ·, -111*, 1%, -3%, -19, -1%, -23, 1, -0.3%
6) CCC(=NCC1CCCO1)c1c(O)[nH]c(=O)[nH]c1=O (centres undefined)
    11, -4, -4%, -4%, 16, 0%, -2, 3, 1.7%
7) Cc1cc(/C=C2/C(=O)NC(=O)N(Cc3ccco3)C2=O)c(C)n1-c1ccc(C(=O)O)cc1
    3, 7, -8%, -3%, 8, 0%, -11, 4, 2.7%
8) CC1=NNC(=O)C1Br (centres undefined)
    ·, 6, 0%, -3%, ·, 1%, ·, ·, ·
9) CN1C(=O)C(=Cc2ccccc2OCc2ccc(Cl)cc2)C(=O)N(C)C1=O
    -6, -24, -10%, 8%, 4, 6%, 2, 2, -0.2%

# This part in full, from the start:
# The line under a structure holds: D2 potentiator, RXFP1 antag, Vif-APOBEC3G blk, Glioma ERSR ind, D1 antag, Vif-A3F inh, D1 PAM, D1 ag, RXFP1 ag
1) O=C(O)CC1OCC=C2CN3CCC45C6=CC(=O)C(=O)C([N+](=O)[O-])=C6NC4C1C2CC35 (centres undefined)
    -1, -4, 5%&-6%, -11%&-8%, 14, -24%, 2, 3, -2.7%
2) CCN1C(=O)C(=Cc2c(C)n(CC(=O)NCC3CCCO3)c3ccccc23)C(=O)N(CC)C1=S (centres undefined)
    -12, 1, ?, -3%, -1, -25%, -2, 9, 0.5%
3) COCc1cc(OC(=O)N(C)C)nc(-c2ccccc2)n1
    3, 1, 1%, -4%, 10, -24%, -4, 0, -0.3%
4) C=CCOC(=O)C1=C(C)OC(N)=C(C#N)[C@@]12C(=O)N(CC(N)=O)c1ccccc12
    7, -4, 0%, -3%, 0, 2%, -2, 0, -1.6%
5) S=C1CN=C(c2ccccc2)c2cc(Cl)ccc2N1
    ·, -111*, 1%, -3%, -19, -1%, -23, 1, -0.3%
6) CCC(=NCC1CCCO1)c1c(O)[nH]c(=O)[nH]c1=O (centres undefined)
    11, -4, -4%, -4%, 16, 0%, -2, 3, 1.7%
7) Cc1cc(/C=C2/C(=O)NC(=O)N(Cc3ccco3)C2=O)c(C)n1-c1ccc(C(=O)O)cc1
    3, 7, -8%, -3%, 8, 0%, -11, 4, 2.7%
8) CC1=NNC(=O)C1Br (centres undefined)
    ·, 6, 0%, -3%, ·, 1%, ·, ·, ·
9) CN1C(=O)C(=Cc2ccccc2OCc2ccc(Cl)cc2)C(=O)N(C)C1=O
    -6, -24, -10%, 8%, 4, 6%, 2, 2, -0.2%
10) O=C(Nc1ccccc1OC(=O)N1CCOCC1)N1CCOCC1
    -1, 5, 2%, -7%, -4, -8%, 2, 3, 0.0%
11) O=C1CN=C(c2ccc(Br)cc2)c2c(sc3c2CCCC3)N1CCN1CCCCC1
    1, -11, -2%, -4%, 38, ?, -10, 1, 1.2%
12) O=[N+]([O-])NC1=NCN(Cc2ccco2)CN1Cc1ccco1
    2, 15, -4%, ?, -5, 1%, 2, 11, -1.3%
13) CCCCN1C(=O)NC(=O)/C(=C/c2cnc(SC)nc2)C1=O
    1, -21, -1%, 12%, 4, 3%, 0, 5, 0.5%
14) CCc1ccc(N2C(=O)NC(=O)C(CCc3ccncc3)(CCc3ccncc3)C2=O)cc1
    6, -1, 1%, -3%, -1, -8%, 1, 2, -0.5%
15) Cc1[nH]c2ccccc2c1CCNCc1ccco1
    -6, -1, 0%, -4%, -41*, -5%, -3, 11, -0.9%
16) Cc1cc2ccccc2c(=O)n1CC(=O)NCC(=O)N1CCC2(CC1)OCCO2
    ·, -18, -3%, -2%, -5, -1%, 2, 2, -1.6%
17) C=CCN1C(=O)C2(C(C(=O)OCC)=C(N)Oc3ccccc32)C2=C1CCCC2=O (centres undefined)
    -1, 13, 0%, 2%, 0, 1%, -1, 0, -0.5%
18) Cn1c(O)c(/C=C2\C=Nc3ccccc32)c(=O)n(C)c1=O
    1, 3, -1%, 5%, 7, -15%, -10, 1, 6.6%
19) COc1ccc(-n2c(C)nc3ccccc3c2=O)c([N+](=O)[O-])c1
    0, 10, -4%, -8%, -12, -9%, -6, 1, 3.3%
20) Cc1cccc(-n2c(-c3ccc([N+](=O)[O-])cc3)nc3ccccc3c2=O)c1
    -8, 3, -2%, -3%, -11, 8%, -1, -1, -1.0%
21) C[C@]12CC[C@@H]3c4cc(O)c(O)cc4CC[C@H]3[C@@H]1CC[C@@H]2O
    ·, ·, ?, 4%, 16, -6%, -3, 9, -1.8%
22) O=C1C2(Cl)C3(Cl)C4(Cl)C(Cl)(Cl)C5(Cl)C3(Cl)C1(Cl)C5(Cl)C24Cl (centres undefined)
    0, ·, 1%, -11%, ·, 10%, 55*, 100*, 7.9%
23) C[C@]12CCC(=O)C=C1CCC1C2CC[C@@]2(C)C1CC[C@@H]2O (some centres undefined)
    ·, -10, 1%, -5%, ·, -6%, ·, ·, ·
24) Cc1nccn1-c1c([N+](=O)[O-])c(=O)n(C)c2ccccc12
    6, -13, -4%, ?, 10, -18%, -6, 2, 5.4%
25) CN1C2C=C(N(C(=O)c3ccc(Cl)cc3)c3ccccc3)CC1CC2 (centres undefined)
    3, -5, 0%, 2%, -5, -13%, -4, 4, 1.2%
26) C=CCn1c(O)c(/C=C2/C=c3ccccc3=N2)c(=O)[nH]c1=S
    4, -17, -4%, 0%, 26, -14%, -1, 3, ?
27) Cc1ccnc(NS(=O)(=O)c2ccc(N=Cc3c(O)n(C)c(=O)n(C)c3=O)cc2)n1
    7, 3, 1%, -5%, -4, 8%, -1, 2, 12%
28) CC(=O)n1cc(C=C2C(=O)NC(=O)NC2=O)c2ccccc21
    3, 6, 2%, -5%, 4, -1%, -3, 1, 0.2%
29) CCOc1ccc(C(C)=O)cc1Cc1c(O)[nH]c(=S)[nH]c1=O
    16, -8, 2%, -2%, 2, -5%, -3, 4, 0.5%
30) CCOC(=O)C(O)(c1ccc(NC(=S)NC(=O)c2ccc(Cl)cc2Cl)cc1)C(F)(F)F (centres undefined)
    15, -24, -16%, 7%, -3, ?, -10, 44*, 0.1%
31) C=CCn1c(O)c(C(C)=Nc2cccc(C(F)(F)F)c2)c(=O)[nH]c1=O
    22, -6, 4%, -4%, 3, -3%, -2, 0, 1.0%
32) Clc1cccc(N2CCNCC2)c1Cl
    -26, -18, 0%, -5%, -18, 8%, -9, 9, 2.9%
33) CNP1(NC)=Nc2nn(-c3ccccc3)c(N)c2C(c2ccccc2)=N1
    1, 17, 0%, -2%, -8, 11%, 1, 1, -0.9%
34) COc1ccc(OC)c(N2C(=O)CC(=O)NC2=O)c1
    0, 6, 1%, -1%, 7, 3%, -2, 1, 0.6%
35) S=C(N1CCCCCC1)N1CC1
    ·, 1, 1%, -1%, ·, -20%, ·, ·, ·
36) CCC(=NCCN1CCOCC1)c1c(O)n(-c2ccccc2C)c(=O)[nH]c1=O
    -15, 3, 1%, -5%, 2, -4%, -4, 3, -0.1%
37) C=CCOC(=O)C1=C(C)OC(N)=C(C#N)C12C(=O)N(CN1CCOCC1)c1ccccc12 (centres undefined)
    0, 0, -3%, -3%, 4, 5%, 3, 2, 1.6%
38) CCC1C=CC=CC[C@H](C)[C@@H](O)[C@](C)(O)C(=O)[C@@H](C)[C@H](O)[C@@H](C)C(=O)[C@H](C)[C@@H](O)[C@H](C)C=CC(=O)OC2[C@@H](C)C(CC1)OC1(CC[C@@H](C)C(C[C@H](C)O)O1)[C@@H]2C (some centres undefined)
    -6, ·, ·, ·, -5, ·, -1, 15, 2.6%
39) COc1cc(OC)c(OC)cc1CNCCc1ccc2c(c1)OCO2
    -4, 4, 0%, -3%, 5, 8%, 0, -3, 1.1%
40) Cc1cc(OCC(=O)N2CCC(C(N)=O)CC2)c2c3c(c(=O)oc2c1)CCCC3
    11, ·, -1%, -2%, 14, 1%, -2, 3, 3.8%
41) CCOC(=O)c1c(C)n(CCN2CCN(C)CC2)c2ccc(OC)cc12
    5, -11, 2%, -1%, 30, 0%, -1, 3, 1.7%
42) O=c1[nH]c(=S)[nH]c(O)c1/C=C1/C=c2ccccc2=N1
    -5, -19, -15%, 0%, -20, ?, 2, 7, 2.3%
43) CCOc1ccc(C2(C#N)CC[N+](C)(C)CC2)cc1
    1, -9, 0%, 2%, -15, -14%, 3, -1, -0.4%
44) CCC(=NCc1ccc2c(c1)OCO2)c1c(O)n(C2CCCCC2)c(=O)[nH]c1=O
    -5, -13, 0%, -1%, -27, -1%, -2, 6, -1.5%
45) CC1(c2ccc(Cl)cc2Cl)OCC(Cn2cncn2)O1 (centres undefined)
    -6, -36, 3%, -1%, -20, 3%, 1, 4, 0.2%
46) OC(CC#CCN1CCCCCC1)(c1ccccc1)C1CCCC1 (centres undefined)
    1, -14, 0%, -3%, -29, -18%, -10, 11, 1.2%
